KCNK3 inh – human KCNK3 channel inhibitors, primary screen, CHO cells, FluxOR thallium flux, B-score. Potassium channel subfamily K member 3 (Homo sapiens), O14649. FluxOR fluorescence; stronger effect = lower value. B-score at 10 µM. 340,000 tested, 0.84% active. AID 602410, 2012;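 active means B-score under library mean minus 4 SD, starting fluorescence ratio at most library mean plus 5 SD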;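 further: more negative B-score means stronger inhibition of thallium flux through KCNK3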
Target sequence (O14649 whole entry, looked up): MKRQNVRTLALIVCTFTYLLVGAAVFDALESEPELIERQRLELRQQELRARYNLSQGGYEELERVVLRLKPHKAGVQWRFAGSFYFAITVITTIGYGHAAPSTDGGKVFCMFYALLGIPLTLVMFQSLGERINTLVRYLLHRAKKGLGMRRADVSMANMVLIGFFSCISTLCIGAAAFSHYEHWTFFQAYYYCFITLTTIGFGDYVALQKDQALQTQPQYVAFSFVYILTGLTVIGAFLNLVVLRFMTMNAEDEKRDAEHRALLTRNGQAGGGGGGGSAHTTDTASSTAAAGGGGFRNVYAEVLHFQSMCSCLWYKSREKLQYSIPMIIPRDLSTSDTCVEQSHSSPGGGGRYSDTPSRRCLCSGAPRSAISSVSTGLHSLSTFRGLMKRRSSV
TRPC4 act – activators of mouse TRPC4 channel, primary screen, Fluo4 calcium, HEK293 TRPC4beta/mu-opioid cells. 310,000 tested, 0.49% active. Short transient receptor potential channel 4 (Mus musculus), Q9QUQ5. Fluo4 calcium fluorescence; stronger effect = higher value. B-score at 10 µM;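 active means B-score above 5 SD of library B-scores, and initial fluorescence ratio not above library mean plus 5 SD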;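 further: positive B-score marks a calcium rise read as TRPC4 activation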
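Material: HEK293 stable line with TRPC4beta plus mu-opioid receptor; technique: Fluo4 calcium-sensitive dye fluorescence, kinetic, 1 Hz baseline; timing: Fluo4 dye loading 45 min at room temperature, 110 s recording; controls: assay buffer as low control, maximal DAMGO as high control; read-out: integrated baseline-normalised fluorescence ratio, converted to per-well B score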
TMEM16A inh – TMEM16A chloride channel inhibitors, primary screen, cell-based, HTS | AID 588511, 2011 | normalized B-score (activity score, 25-100; higher = stronger inhibition) at 10 µM | HEK293 TMEM16A/YFP iodide influx fluorescence, ionomycin | 310,000 tested, 1.2% active | Anoctamin-1 (Mus musculus), Q8BHY3;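 active means ratio plate-corrected score three or more library SD toward inhibition, starting fluorescence score within five deviations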;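 further: score derived from kinetic fluorescence span divided by baseline fluorescence per well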
ANO1 activ – TMEM16A chloride channel activators or potentiators, primary screen, cell-based, HTS. Anoctamin-1 (Mus musculus), Q8BHY3. HEK293 TMEM16A/YFP-H148Q/I152L, iodide quench fluorescence; stronger effect = lower value. B-score at 10 µM. 340,000 tested, 0.3% active;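 active means fluorescence-ratio B-score plate-corrected deviation score at least 3 library SD below zero, with starting fluorescence score within 5 deviations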;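 further: channel opened by trigger with iodide after compound preincubation; score built on the fluorescence ratio of max minus min over baseline; more negative score means more quench and so TMEM16A activation or potentiation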
TRPC4 PAM – positive allosteric modulators of TRPC4, primary screen, cell-based, mouse TRPC4beta, HEK293 mu-opioid, Fluo-4 calcium. Short transient receptor potential channel 4 (Mus musculus), Q9QUQ5. B-score at 10 µM. AID 2227, 2009. 310,000 tested, 0.42% active. DAMGO EC20, Fluo-4 Ca2+ flux; stronger effect = higher value;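 active means B-score of calcium response area above 5 SD of library B-scores, with initial fluorescence ratio within 5 SD of library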;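 further: B-score of integrated fluorescence ratio over time as area under calcium response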
KCNQ1 pot – potentiators or activators of KCNQ1 channel, primary screen, cell-based, thallium flux, high-throughput | CHO-K1 KCNQ1, thallium flux FluxOR fluorescence; stronger effect = higher value | B-score at 10 µM | Potassium voltage-gated channel subfamily KQT member 1 (Homo sapiens), P51787 | 310,000 tested, 0.35% active | AID 2648, 2010;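 active means fluorescence ratio B-score, a plate-corrected score, at least three library SD, with initial intensity B-score within 5 SD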
Target sequence (P51787 whole entry, looked up): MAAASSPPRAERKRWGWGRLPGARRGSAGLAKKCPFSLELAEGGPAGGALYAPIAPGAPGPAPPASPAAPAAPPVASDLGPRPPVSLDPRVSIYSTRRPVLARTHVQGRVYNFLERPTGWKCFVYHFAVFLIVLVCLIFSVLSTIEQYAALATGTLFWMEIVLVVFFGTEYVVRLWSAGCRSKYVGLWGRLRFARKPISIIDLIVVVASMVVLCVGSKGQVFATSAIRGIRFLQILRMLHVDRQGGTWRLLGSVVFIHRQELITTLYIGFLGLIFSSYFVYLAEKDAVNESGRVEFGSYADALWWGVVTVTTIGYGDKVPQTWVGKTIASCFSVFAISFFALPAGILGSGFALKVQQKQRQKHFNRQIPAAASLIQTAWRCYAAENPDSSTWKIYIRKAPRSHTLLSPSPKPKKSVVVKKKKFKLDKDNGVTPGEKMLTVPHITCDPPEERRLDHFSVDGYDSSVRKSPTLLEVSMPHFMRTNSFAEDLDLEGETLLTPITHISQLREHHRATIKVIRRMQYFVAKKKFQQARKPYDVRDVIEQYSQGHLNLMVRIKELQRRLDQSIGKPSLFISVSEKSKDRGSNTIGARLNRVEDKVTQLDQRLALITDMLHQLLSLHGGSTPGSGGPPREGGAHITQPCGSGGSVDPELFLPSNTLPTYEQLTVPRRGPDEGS
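assay system = CHO-K1 cells stably expressing KCNQ1 | medium = assay buffer, equal DMSO in all wells | timing = 37 °C overnight plating, 90-min dark dye load, 20-min compound pretreatment | measured by = kinetic FluxOR thallium fluorescence, 10-s 1-Hz baseline, 110-s post-stimulus read | measure = fluorescence change relative to baseline, converted to B score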
Dyrk1A ADPGlo – rat Dyrk1A kinase inhibitors, primary screen, biochemical, single point, plate reader; ADP-Glo luminescence, NFATc1 peptide; inhibition, % at 12.5 µM; 310,000 tested, 0.43% active; AID 504441, 2011; in the data active means inhibition above about 50%;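 further: plate controls were vehicle with enzyme for no effect and no enzyme for full effect; many of its hits are not listed in these tables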
KCNQ1 block – inhibitors of human KCNQ1 channel, primary screen, cell-based, thallium flux, high-throughput; Potassium voltage-gated channel subfamily KQT member 1 (Homo sapiens), P51787; CHO-K1 KCNQ1, FluxOR thallium flux fluorescence; stronger effect = higher value; AID 2642, 2010; 310,000 tested, 1.3% active; B-score at 10 µM;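 active means compounds whose thallium flux B-score, printed positive for inhibition, exceeds three library SD while starting fluorescence stays within three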;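 further: channel opened by potassium depolarization with thallium stimulus after 20 min compound exposure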
KCNK9 block – KCNK9 potassium channel inhibitors, primary screen, HEK293 cells, thallium flux; 310,000 tested, 1.2% active; FluxOR thallium flux fluorescence; stronger effect = lower value; Potassium channel subfamily K member 9 (Homo sapiens), Q9NPC2; B-score at 10 µM;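 active means ratio B-score over 3 SD below the library mean, with starting fluorescence within 5 SD of its mean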;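 further: negative B-score means less thallium flux so channel inhibition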
HDAC3 inhib – HDAC3 deacetylase inhibitors, primary screen, biochemical, fluorescence, cell-free homogeneous; AID 2718, 2010; Histone deacetylase 3 (Homo sapiens), O15379; 320,000 tested, 0.15% active; recombinant HDAC3, fluorogenic peptide/trypsin coupled; inhibition, % at 8.3 µM; in the data active means inhibition above about 26%, passing the limit was not always enough
hERG protect – hERG rescue from dofetilide block, primary screen, cell-based, CHO-hERG, FluxOR thallium flux, dofetilide IC70; Voltage-gated inwardly rectifying potassium channel KCNH2 (Homo sapiens), Q12809; dofetilide IC70 present; activation (rescue from dofetilide block), less the hit threshold, % at 10 µM; 310,000 tested, 0.51% active;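 active means activation above the mean of controls blocked by dofetilide plus 5 SD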;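 further: thallium influx through hERG after potassium depolarization seen as dye fluorescence rise; in these data hits start at about 4.7%; inactives centre near -7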
Numbers without * were called inactive. Only part of the results is shown. The share of hits here may be higher or lower than overall.

Results for CC(CCc1ccccc1)NC(=O)c1ccc(Br)cc1 (configuration not stated) ?
KCNK3 inh: inactive; TRPC4 act: inactive; TMEM16A inh: inactive; ANO1 activ: inactive; TRPC4 PAM: inactive; KCNQ1 pot: inactive; Dyrk1A ADPGlo: 10; KCNQ1 block: inactive; KCNK9 block: inactive; HDAC3 inhib: 2; hERG protect: -10

Results for COc1ccc(O)c(/C=N/NC(=O)CCC(=O)Nc2ccc(F)cc2)c1 ?
KCNK3 inh: inactive; TRPC4 act: inactive; TMEM16A inh: inactive; ANO1 activ: inactive; TRPC4 PAM: inactive; KCNQ1 pot: inactive; Dyrk1A ADPGlo: 0; KCNQ1 block: inactive; KCNK9 block: inactive; HDAC3 inhib: 1; hERG protect: -7

What do the screens show for `CCCNC(=O)c1onc(CSc2nc3ccccc3[nH]2)c1C(=O)NCCC`?
KCNK3 inh: inactive; TRPC4 act: inactive; TMEM16A inh: inactive; ANO1 activ: inactive; TRPC4 PAM: inactive; KCNQ1 pot: inactive; Dyrk1A ADPGlo: -3; KCNQ1 block: inactive; KCNK9 block: inactive; HDAC3 inhib: 0; hERG protect: -16

What do the screens show for `O=C(C[n+]1cccc2ccccc21)c1ccc([N+](=O)[O-])cc1`?
KCNK3 inh: inactive; TRPC4 act: inactive; TMEM16A inh: inactive; ANO1 activ: inactive; TRPC4 PAM: inactive; KCNQ1 pot: inactive; Dyrk1A ADPGlo: -4; KCNQ1 block: inactive; KCNK9 block: inactive; HDAC3 inhib: -6; hERG protect: -3

What do the screens show for `Cc1ccc(CNC(=O)CN(C(=O)C2(C)CC(=O)N=C3C=CC=CN32)c2cc(C)ccc2C)cc1` (configuration not stated)?
KCNK3 inh: inactive; TRPC4 act: inactive; TMEM16A inh: inactive; ANO1 activ: inactive; TRPC4 PAM: inactive; KCNQ1 pot: inactive; Dyrk1A ADPGlo: 3; KCNQ1 block: inactive; KCNK9 block: inactive; HDAC3 inhib: -45; hERG protect: -6

Results for CC1(C)Cc2c(cnn2-c2ccc(F)cc2)C(NC(=O)C2CCC2)C1 (configuration not stated) ?
KCNK3 inh: inactive; TRPC4 act: inactive; TMEM16A inh: inactive; ANO1 activ: inactive; TRPC4 PAM: inactive; KCNQ1 pot: inactive; KCNQ1 block: 8*; KCNK9 block: inactive; HDAC3 inhib: -1; hERG protect: -6

What do the screens show for `CCCc1nc2oc3cc(OC)ccc3c(=O)c2c(=O)n1CCc1ccccc1`?
KCNK3 inh: inactive; TRPC4 act: inactive; TMEM16A inh: inactive; ANO1 activ: inactive; TRPC4 PAM: inactive; KCNQ1 pot: inactive; Dyrk1A ADPGlo: -1; KCNQ1 block: inactive; KCNK9 block: inactive; HDAC3 inhib: -1; hERG protect: -7

What do the screens show for `CC1CCN(CCCNC(=O)c2ccc(N3CCCC3=O)cc2)CC1`?
KCNK3 inh: inactive; TRPC4 act: inactive; TMEM16A inh: inactive; ANO1 activ: inactive; TRPC4 PAM: inactive; KCNQ1 pot: inactive; Dyrk1A ADPGlo: -9; KCNQ1 block: inactive; KCNK9 block: inactive; HDAC3 inhib: 1; hERG protect: -4

Results for CC(C)CCOc1ccccc1C(N)=O ?
KCNK3 inh: inactive; TRPC4 act: inactive; TMEM16A inh: inactive; ANO1 activ: inactive; TRPC4 PAM: inactive; KCNQ1 pot: inactive; Dyrk1A ADPGlo: -4; KCNQ1 block: inactive; KCNK9 block: inactive; HDAC3 inhib: -3; hERG protect: -8

Results for COCC(=O)N1CCC(Oc2ccc(C(=O)NCc3cc(C)n(C)n3)cc2)CC1 ?
KCNK3 inh: inactive; TRPC4 act: inactive; TMEM16A inh: inactive; ANO1 activ: inactive; TRPC4 PAM: inactive; KCNQ1 pot: inactive; Dyrk1A ADPGlo: 6; KCNQ1 block: inactive; KCNK9 block: inactive; HDAC3 inhib: 6; hERG protect: -1

Results for O=C(Cn1nc(-c2ccc(Cl)cc2)c2ccccc2c1=O)NCC1CCCO1 (configuration not stated) ?
KCNK3 inh: inactive; TRPC4 act: inactive; TMEM16A inh: inactive; ANO1 activ: inactive; TRPC4 PAM: inactive; KCNQ1 pot: inactive; Dyrk1A ADPGlo: 5; KCNQ1 block: inactive; KCNK9 block: inactive; HDAC3 inhib: 1; hERG protect: -12

Results for COc1ccc2c(C(=O)CN3CC(C)OC(C)C3)c[nH]c2c1 (configuration not stated) ?
KCNK3 inh: inactive; TRPC4 act: inactive; TMEM16A inh: inactive; ANO1 activ: inactive; TRPC4 PAM: inactive; KCNQ1 pot: inactive; Dyrk1A ADPGlo: 11; KCNQ1 block: inactive; KCNK9 block: inactive; HDAC3 inhib: 5; hERG protect: -1

Results for O=C(COC(=O)/C=C/c1ccc(F)cc1)NCc1ccco1 ?
KCNK3 inh: inactive; TRPC4 act: inactive; TMEM16A inh: inactive; ANO1 activ: inactive; TRPC4 PAM: inactive; KCNQ1 pot: inactive; Dyrk1A ADPGlo: -2; KCNQ1 block: inactive; KCNK9 block: inactive; HDAC3 inhib: -3; hERG protect: 39*

What do the screens show for `Cc1ccc(S(=O)(=O)c2nc(S(C)(=O)=O)sc2N2CCN(C)CC2)cc1`?
KCNK3 inh: inactive; TRPC4 act: inactive; TMEM16A inh: inactive; ANO1 activ: inactive; TRPC4 PAM: inactive; KCNQ1 pot: inactive; Dyrk1A ADPGlo: 4; KCNQ1 block: inactive; KCNK9 block: inactive; HDAC3 inhib: 7; hERG protect: -5

Results for O=C(CCl)Nc1c2c(nn1-c1ccccc1)CSC2 ?
KCNK3 inh: inactive; TRPC4 act: inactive; TMEM16A inh: inactive; ANO1 activ: inactive; TRPC4 PAM: inactive; KCNQ1 pot: inactive; Dyrk1A ADPGlo: 4; KCNQ1 block: inactive; KCNK9 block: inactive; HDAC3 inhib: -3; hERG protect: -5

What do the screens show for `O=C(CCc1nnc(CCCc2ccccc2)o1)NC(C1CC1)C1CC1`?
KCNK3 inh: inactive; TRPC4 act: inactive; TMEM16A inh: inactive; ANO1 activ: inactive; TRPC4 PAM: inactive; KCNQ1 pot: inactive; Dyrk1A ADPGlo: -2; KCNQ1 block: inactive; KCNK9 block: inactive; HDAC3 inhib: -2; hERG protect: -15

What do the screens show for `Cn1ccnc1C(=O)c1cccc([N+](=O)[O-])c1`?
KCNK3 inh: inactive; TRPC4 act: inactive; TMEM16A inh: inactive; ANO1 activ: inactive; TRPC4 PAM: inactive; KCNQ1 pot: 8*; Dyrk1A ADPGlo: 1; KCNQ1 block: inactive; KCNK9 block: inactive; HDAC3 inhib: -2; hERG protect: -6

Results for CC(=O)Nc1ccc(S(=O)(=O)N2CCN(Cc3cccs3)CC2)cc1 ?
KCNK3 inh: inactive; TRPC4 act: inactive; TMEM16A inh: inactive; ANO1 activ: inactive; TRPC4 PAM: inactive; KCNQ1 pot: inactive; Dyrk1A ADPGlo: -6; KCNQ1 block: inactive; KCNK9 block: inactive; HDAC3 inhib: 4; hERG protect: -7

How did O=C(c1ccc(F)cc1)N1CCC(C(=O)N2CCN(S(=O)(=O)c3cccc(Cl)c3)CC2)CC1 do in these assays?
KCNK3 inh: inactive; TRPC4 act: inactive; TMEM16A inh: inactive; ANO1 activ: inactive; TRPC4 PAM: inactive; KCNQ1 pot: inactive; Dyrk1A ADPGlo: -2; KCNQ1 block: inactive; KCNK9 block: inactive; HDAC3 inhib: 4; hERG protect: -7

What do the screens show for `CC(C)CNC(=O)c1nc(-c2ccccc2)n(-c2ccccc2)n1`?
KCNK3 inh: inactive; TRPC4 act: inactive; TMEM16A inh: inactive; ANO1 activ: inactive; TRPC4 PAM: inactive; KCNQ1 pot: inactive; Dyrk1A ADPGlo: 0; KCNQ1 block: inactive; KCNK9 block: inactive; HDAC3 inhib: -5; hERG protect: -14

What do the screens show for `CCc1c(C)sc(NC(=O)c2cnn3cccnc23)c1C#N`?
KCNK3 inh: inactive; TRPC4 act: inactive; TMEM16A inh: inactive; ANO1 activ: inactive; TRPC4 PAM: inactive; KCNQ1 pot: inactive; Dyrk1A ADPGlo: 7; KCNQ1 block: inactive; KCNK9 block: inactive; HDAC3 inhib: -1; hERG protect: -8

Results for Cc1ccc(S(=O)(=O)N2CCCC(C(=O)NCCCN3CCCCC3C)C2)cc1 (configuration not stated) ?
KCNK3 inh: inactive; TRPC4 act: inactive; TMEM16A inh: inactive; ANO1 activ: inactive; TRPC4 PAM: inactive; KCNQ1 pot: inactive; Dyrk1A ADPGlo: -21; KCNQ1 block: inactive; KCNK9 block: inactive; HDAC3 inhib: 2; hERG protect: -8

Results for COc1cccc(CN2CCC(C(=O)N3CCN(c4ccccc4F)CC3)CC2)c1 ?
KCNK3 inh: inactive; TRPC4 act: inactive; TMEM16A inh: inactive; ANO1 activ: inactive; TRPC4 PAM: inactive; KCNQ1 pot: inactive; Dyrk1A ADPGlo: -2; KCNQ1 block: inactive; KCNK9 block: inactive; HDAC3 inhib: 0; hERG protect: -7

What do the screens show for `COc1ccccc1OC1OC2COC(c3ccco3)OC2C(O)C1NC(C)=O` (configuration not stated)?
KCNK3 inh: inactive; TRPC4 act: inactive; TMEM16A inh: inactive; ANO1 activ: inactive; TRPC4 PAM: inactive; KCNQ1 pot: inactive; Dyrk1A ADPGlo: 5; KCNQ1 block: inactive; KCNK9 block: inactive; HDAC3 inhib: -1; hERG protect: -4
